Compound activity as filed in PubChem.
PI4K2A block: PI4K2A (human) kinase inhibition. Q9BTU6. 420,000 compounds, 0.13% hits. activity change, negative = inhibition, % at 76.9 µM. purified PI4K2A, ADP-Glo luminescence, 1 h; stronger effect = lower value; in the data active = activity change below about -50%; inconclusive = mostly about -30% to -49%;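 also: -100% = wells without enzyme as full effect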
Target sequence (Q9BTU6 whole entry, looked up): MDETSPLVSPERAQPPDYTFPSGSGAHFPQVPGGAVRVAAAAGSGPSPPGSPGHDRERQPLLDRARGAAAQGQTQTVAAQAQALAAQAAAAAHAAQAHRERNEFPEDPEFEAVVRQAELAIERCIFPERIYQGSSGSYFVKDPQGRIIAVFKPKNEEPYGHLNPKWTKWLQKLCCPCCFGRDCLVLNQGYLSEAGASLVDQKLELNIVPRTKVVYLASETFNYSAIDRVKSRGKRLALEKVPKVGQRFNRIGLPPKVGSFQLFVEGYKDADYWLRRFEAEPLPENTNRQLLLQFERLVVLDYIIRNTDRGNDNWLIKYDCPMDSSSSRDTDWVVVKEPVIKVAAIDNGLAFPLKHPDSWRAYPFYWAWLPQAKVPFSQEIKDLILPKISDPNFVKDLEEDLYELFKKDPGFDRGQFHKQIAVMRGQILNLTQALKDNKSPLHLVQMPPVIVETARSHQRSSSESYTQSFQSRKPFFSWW
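ADP-Glo luminescence measured ADP generated by PI4K2A enzyme (4 ug/mL before mixing) with 1.2 mM PI substrate (pre-mix) and 300 microM ATP (pre-mix). Tris pH7.5 buffer with MgCl2, Triton X-100; 1 h reaction at ambient temperature.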
USP1-UAF1 inh: USP1/UAF1 (human) deubiquitinase inhibition; Potency, µM (doses to about 57.1 µM), for the others: at the top dose activity change, negative = inhibition, actives largely listed as inhibitors; 390,000 compounds, 0.23% hits; recombinant USP1/UAF1, Ub-Rhodamine cleavage fluorescence; O94782; also: potency is read from the fitted curve at half-maximal effect; % is scaled to controls: 0 for no effect and ±100 for the full control effect; nearly all actives have a fitted effect of over 60% in size; inactives centre near -12
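In this screen, compounds sit with the deubiquitinase complex (1nM) for 15 min at room temperature before Ub-Rho is added at 150nM final. Fluorescence rise is then followed for 6 reads every 60 seconds.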
LDHA inh: inhibitors of human lactate dehydrogenase A | P00338 | purified LDHA, NADH/diaphorase-resazurin fluorescence; stronger effect = lower value | activity change, % (values are at about 110 or 230 µM) | 480,000 compounds, 0.15% hits; in the data active = activity change below about -30%; inconclusive = mostly about -25% to -30%;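 also: plate controls were DMSO wells for no effect and wells without enzyme for full effect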
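Remaining NADH was detected by diaphorase (0.133 mg/mL) converting 37 µM resazurin to fluorescent resorufin, read at 0 and 20 minutes. The preceding 5-minute room-temperature reaction used 2 nM LDHA, 0.2 mM sodium pyruvate and 0.06 mM NADH at pH 7.4.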
GRP78 ERSR act: inducers of ER stress response in human glioma cells; 420,000 compounds, 0.02% hits; Potency, µM, for inactives: at the top dose activation, actives largely listed as activators; U87-MG GRP78 promoter luciferase reporter, 16 h; also: potency is read from the fitted curve at half-maximal effect; series mostly up to about 76 µM; % of control where 0% means no effect; nearly all actives have a fitted effect of over 35% in size
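ERSR induction read as luciferase luminescence (Bright-Glo, 10 min at room temperature) in stably transfected human U87-MG glioma cells exposed to compounds for 16 h, using GRP78 as sensor.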
RXFP1 ag: RXFP1 (human) receptor agonism; Q9HBX9; HEK293T-RXFP1 cAMP TR-FRET, 30 min; response scale: percent of porcine relaxin response, buffer zero; Potency, µM (highest dose often 57.5 µM), for inactives: at the top dose activation, most hits filed as activators; 370,000 compounds, 0.3% hits; also: potency is read from the fitted curve at half-maximal effect; % is scaled to controls: 0 for no effect and ±100 for the full control effect; nearly all actives have a fitted effect of over 60% in size; many of its hits are not listed in these tables
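HEK293 cells stably expressing RXFP1, treated 30 min at 37C with compounds plus PDE4 inhibitor Ro 20174; cAMP measured by HTRF TR-FRET. Normalized to buffer and 29 nM porcine relaxin; EC50 by Hill fit.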
Vif-A3F inh: inhibitors of Vif-A3F interaction; Potency, µM (highest dose often 46.1 µM), for inactives: top-dose activity, negative = active; HeLa A3F-eYFP + Vif (tagged APOBEC3F with the HIV-1 protein that degrades it), YFP fluorescence increase; 390,000 compounds, 0.2% hits; AID 602313; also: potency is read from the fitted curve at half-maximal effect; % of control where 0% means no effect; nearly all actives have a fitted effect of over 65% in size
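HeLa cells stably expressing Vif plus C-terminally eYFP-tagged A3F were seeded, incubated overnight at 37 deg C, dosed with compound, incubated overnight again at 37 deg C. Yellow fluorescence (Ex 488/Em 500-530) reported blocked Vif-mediated A3F-eYFP degradation.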
mIDH1 inhibitor: human IDH1 R132H inhibition | O75874 | IDH1-R132H enzyme, NADPH consumption, diaphorase/resazurin fluorescence | Potency, µM (highest dose often 76.6 µM), for inactives: top-dose activity change, negative = inhibition, hits mostly inhibitors | 390,000 compounds, 0.093% hits | AID 602179; also: potency is read from the fitted curve at half-maximal effect; % is scaled to controls: 0 for no effect and ±100 for the full control effect; nearly all actives have a fitted effect of over 65% in size
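IDH1-R132H (0.5 ug/mL) preincubated 30 min with compound, then NADPH (0.016 mM) and alpha-KG (2 mM) added; 80 min at RT, pH 7.5. Remaining NADPH coupled via diaphorase/resazurin to fluorescence (540/590 nm); concentration-response curves normalized to no-enzyme control.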
Vif-A3G inh: Vif-A3G binding inhibition | Q9HC16 | AID 602310 | 410,000 compounds, 0.076% hits | HeLa A3G-eYFP + Vif (tagged APOBEC3G with the HIV-1 protein that degrades it), YFP fluorescence, overnight | Potency, µM (titrated, usually from 46.1 µM), for inactives: at the highest dose activity, negative = active, hits mostly inhibitors;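 also: potency is read from the fitted curve at half-maximal effect; % is scaled to controls: 0 for no effect and ±100 for the full control effect; nearly all actives have a fitted effect of over 60% in size; hits raise eYFP signal because A3G escapes Vif-driven loss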
Target sequence (Q9HC16 whole entry, looked up): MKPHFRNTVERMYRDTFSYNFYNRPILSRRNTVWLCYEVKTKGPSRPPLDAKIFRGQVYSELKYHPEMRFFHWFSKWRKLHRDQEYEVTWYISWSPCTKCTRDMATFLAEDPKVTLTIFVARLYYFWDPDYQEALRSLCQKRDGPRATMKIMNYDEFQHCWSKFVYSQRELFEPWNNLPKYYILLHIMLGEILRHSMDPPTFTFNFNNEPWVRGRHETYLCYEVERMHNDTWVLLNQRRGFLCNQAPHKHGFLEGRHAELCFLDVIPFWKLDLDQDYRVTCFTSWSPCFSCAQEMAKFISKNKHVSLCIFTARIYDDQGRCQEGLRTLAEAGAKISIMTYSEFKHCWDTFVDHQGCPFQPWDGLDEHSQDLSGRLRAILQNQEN
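Read-out is eYFP fluorescence (Ex 488/Em 500-530) from Vif-expressing HeLa A3G-eYFP cells; more signal means A3G escaped Vif-mediated degradation. Cells plated overnight, compound pinned in, incubated overnight at 37 deg C.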
TrxR1 substrate: rat thioredoxin reductase 1 substrate activity; AID 588456; purified TrxR1 substrate turnover, NADPH consumption readout; Potency, µM (series often up to 114 µM), for the others: at the top dose activity change, negative = substrate turnover; 390,000 compounds, 0.01% hits; O89049; also: potency is read from the fitted curve at half-maximal effect; % is scaled to controls: 0 for no effect and ±100 for the full control effect; nearly all actives have a fitted effect of over 50% in size
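Rat TrxR1, dispensed at 90 nM, was prereduced with 400 uM NADPH (final) for 5 min at ~22 deg C, then incubated with compound 15 min before 400 uM selenite. A first-read NADPH fluorescence drop versus no-compound background flagged substrates.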
The depositor's hits bear a star; & = joins results of further samples; [ ] = dose if it differs, or a comment. Unless noted, calls follow the shape of the dose curve; as a rule, active = well fitted curve in the direction sought with a large enough effect; inconclusive = small, poorly fitted or top-dose-only effect, or another doubt; inactive = no such curve, though single readings can be large; an effect the other way counts as inactive or inconclusive. Only part of the results is shown. The share of hits here may be higher or lower than overall.

What do the screens show for `CCNC(=S)N(C)CCc1cc2c(c(OC)c1C=C1C(=O)N(C)C(=O)N(C)C1=O)OCO2`?
PI4K2A block: -1; USP1-UAF1 inh: -11%; LDHA inh: 0; GRP78 ERSR act: -2%; RXFP1 ag: 4.9%; Vif-A3F inh: -10%; mIDH1 inhibitor: 4%; Vif-A3G inh: -3%; TrxR1 substrate: -4%

Results for O=C(c1cc(F)ccc1F)C1CCCN(Cc2cccc(Cl)c2)C1 (configuration not stated) ?
PI4K2A block: 3; USP1-UAF1 inh: -6%; LDHA inh: 1; GRP78 ERSR act: -1%; RXFP1 ag: -1.4%; Vif-A3F inh: -2%; mIDH1 inhibitor: 5%; Vif-A3G inh: 2%; TrxR1 substrate: -6%

Results for Cc1nc2ccccn2c1P(=S)(N1CCCCC1)N1CCCCC1 ?
PI4K2A block: -4; USP1-UAF1 inh: -12%; LDHA inh: 0; GRP78 ERSR act: -7%; RXFP1 ag: 0.0%; Vif-A3F inh: 10%; mIDH1 inhibitor: 1%; Vif-A3G inh: -2%; TrxR1 substrate: 9%[11.4 µM]

How did C[C@]12CCC3[C@@H](CCC4=CC(=O)CC[C@@]43C=O)C1CCC2=O (some centres not stated) do in these assays?
PI4K2A block: 1; USP1-UAF1 inh: 2%; LDHA inh: 2; GRP78 ERSR act: -2%; RXFP1 ag: 6.4%; Vif-A3F inh: 0%; mIDH1 inhibitor: 6%; Vif-A3G inh: 0%; TrxR1 substrate: -1%

What do the screens show for `CCC(=NCc1cc(OC)cc(OC)c1)c1c(O)n(C)c(=O)n(C)c1=O`?
PI4K2A block: -3; USP1-UAF1 inh: -4%; LDHA inh: -3; GRP78 ERSR act: -4%; RXFP1 ag: 0.4%; Vif-A3F inh: 1%; mIDH1 inhibitor: 5%; Vif-A3G inh: 0%; TrxR1 substrate: -3%[57.1 µM]

How did CC(C)(C)C(=O)N1Cc2cc(-c3ccccc3)ccc2-n2nncc2C1 do in these assays?
PI4K2A block: 1; LDHA inh: -3; GRP78 ERSR act: -5%; Vif-A3G inh: -1%

How did CCOCCCn1c(N)c(C(=O)Nc2sc3c(c2C(=O)OC)CCCC3)c2nc3ccccc3nc21 do in these assays?
PI4K2A block: 1; USP1-UAF1 inh: -22%; LDHA inh: -2; GRP78 ERSR act: -2%; RXFP1 ag: 1.8%; Vif-A3F inh: -7%; mIDH1 inhibitor: 0%; Vif-A3G inh: 2%; TrxR1 substrate: -7%

What do the screens show for `CCN1/C(=C\C=C\C2=[N+](CC)c3ccccc3C2(C)C)C(C)(C)c2ccccc21`?
PI4K2A block: inconclusive; USP1-UAF1 inh: 14µM*; LDHA inh: -6; GRP78 ERSR act: -14%; RXFP1 ag: 5.0%; Vif-A3F inh: -9%; mIDH1 inhibitor: 35µM*; Vif-A3G inh: 8%; TrxR1 substrate: 5%

What do the screens show for `O=P(/C(=N/O)N1CCOCC1)(N1CCOCC1)N1CCOCC1`?
PI4K2A block: 5; USP1-UAF1 inh: -7%; LDHA inh: -4; GRP78 ERSR act: -1%; RXFP1 ag: 0.4%; Vif-A3F inh: 0%; mIDH1 inhibitor: 1%; Vif-A3G inh: 0%; TrxR1 substrate: 6%[57.1 µM]

How did S=C(S)N1CCCC1 do in these assays?
PI4K2A block: -7&-1; USP1-UAF1 inh: -21%; LDHA inh: -5; GRP78 ERSR act: -7%&0%&-8%; RXFP1 ag: -0.1%; Vif-A3F inh: inconclusive; mIDH1 inhibitor: -7%; Vif-A3G inh: 1%; TrxR1 substrate: 3%[57.1 µM]

What do the screens show for `COC12C(COC(N)=O)C3=C(C(=O)C(C)=C(N)C3=O)N1CC1C2N1C` (configuration not stated)?
PI4K2A block: -12; USP1-UAF1 inh: inconclusive; LDHA inh: 17; GRP78 ERSR act: -4%; RXFP1 ag: 2.7%; Vif-A3F inh: -1%; mIDH1 inhibitor: 0%; Vif-A3G inh: -3%; TrxR1 substrate: -8%

Results for CCOC(=O)c1cc(C)sc1/N=C/C1C(=O)NC(=S)NC1=O ?
PI4K2A block: inconclusive; USP1-UAF1 inh: 0%; LDHA inh: -2; GRP78 ERSR act: -3%; RXFP1 ag: -3.0%; Vif-A3F inh: -9%; mIDH1 inhibitor: 6%; Vif-A3G inh: -4%; TrxR1 substrate: -5%[57.1 µM]

How did Cc1ccc(OCC(=O)N2CCN(Cc3ccc(F)cc3)CC2)cc1 do in these assays?
PI4K2A block: 1; USP1-UAF1 inh: -21%; LDHA inh: -22; RXFP1 ag: 2.0%; TrxR1 substrate: 3%

How did Clc1ccc(OCC#CCN2CCCCCC2)cc1 do in these assays?
PI4K2A block: 5; USP1-UAF1 inh: -5%; LDHA inh: -22; GRP78 ERSR act: 6%; RXFP1 ag: 4.1%; Vif-A3F inh: 0%; mIDH1 inhibitor: 3%; Vif-A3G inh: -1%; TrxR1 substrate: 0%

What do the screens show for `COc1ccc(C(C)=O)cc1CC(C(=O)c1ccc(Br)cc1)N(C)C` (configuration not stated)?
PI4K2A block: -2; USP1-UAF1 inh: -13%; LDHA inh: -1; GRP78 ERSR act: -5%; RXFP1 ag: 1.4%; Vif-A3F inh: 0%; mIDH1 inhibitor: 3%; Vif-A3G inh: -3%; TrxR1 substrate: -1%

What do the screens show for `c1cc2c(cc1N1CCCCC1)C1CC2CCN1` (configuration not stated)?
PI4K2A block: 2; USP1-UAF1 inh: -4%; LDHA inh: 1; GRP78 ERSR act: 2%; Vif-A3F inh: 4%; mIDH1 inhibitor: -1%[38.3 µM]; Vif-A3G inh: 1%; TrxR1 substrate: -2%

How did CC12CCC(=O)CC1CCC1C2C(=O)CC2(C)C1CCC2(C)O (configuration not stated) do in these assays?
PI4K2A block: 1; USP1-UAF1 inh: -20%; LDHA inh: 0; GRP78 ERSR act: -8%; Vif-A3F inh: 6%; mIDH1 inhibitor: 13%; Vif-A3G inh: 1%; TrxR1 substrate: 11%

What do the screens show for `CCOc1cc(C2NCc3ccccc3-n3cccc32)ccc1OC` (configuration not stated)?
PI4K2A block: 5; USP1-UAF1 inh: -14%; LDHA inh: -1; GRP78 ERSR act: -5%; RXFP1 ag: -2.5%; Vif-A3F inh: 4%; mIDH1 inhibitor: 0%; Vif-A3G inh: 1%; TrxR1 substrate: -3%

How did COc1ccc(CCn2c(O)c(C=NC3CC3)c(=O)[nH]c2=O)cc1OC do in these assays?
PI4K2A block: 4; USP1-UAF1 inh: -9%; LDHA inh: -4; GRP78 ERSR act: -5%; RXFP1 ag: -0.4%; Vif-A3F inh: 1%; mIDH1 inhibitor: 4%; Vif-A3G inh: -2%; TrxR1 substrate: -1%

Results for CC[C@@H](C(=O)[C@@H](C)[C@@H](O)[C@H](C)[C@@H]1O[C@@H]([C@@H](CC)C(=O)O)CC[C@@H]1C)[C@H]1O[C@]2(C=C[C@@H](O)[C@]3(CC[C@@](C)([C@H]4CC[C@](O)(CC)[C@H](C)O4)O3)O2)[C@H](C)C[C@@H]1C ?
PI4K2A block: -1; USP1-UAF1 inh: -15%; LDHA inh: -3; GRP78 ERSR act: -5%; Vif-A3F inh: -4%; mIDH1 inhibitor: 6%; Vif-A3G inh: inconclusive; TrxR1 substrate: 11%

How did COc1ccc(CNCC(=O)N2CCC3(CC2)OCCO3)cc1 do in these assays?
PI4K2A block: -2; USP1-UAF1 inh: -15%; LDHA inh: inconclusive; GRP78 ERSR act: -6%; RXFP1 ag: -0.4%; Vif-A3F inh: -8%; mIDH1 inhibitor: 4%; Vif-A3G inh: -2%; TrxR1 substrate: 12%

How did O=c1[nH]c(O)c(N=Nc2ccc(SC(F)F)cc2)c(=O)[nH]1 do in these assays?
PI4K2A block: -10; USP1-UAF1 inh: -9%; LDHA inh: -4; GRP78 ERSR act: 5%; RXFP1 ag: 20%; Vif-A3F inh: -7%; mIDH1 inhibitor: -6%; Vif-A3G inh: 3%; TrxR1 substrate: 0%

Filtered by structure: those above with a thiophene ring, fused or not
How did CCOCCCn1c(N)c(C(=O)Nc2sc3c(c2C(=O)OC)CCCC3)c2nc3ccccc3nc21 do in these assays?
PI4K2A block: 1; USP1-UAF1 inh: -22%; LDHA inh: -2; GRP78 ERSR act: -2%; RXFP1 ag: 1.8%; Vif-A3F inh: -7%; mIDH1 inhibitor: 0%; Vif-A3G inh: 2%; TrxR1 substrate: -7%

Results for CCOC(=O)c1cc(C)sc1/N=C/C1C(=O)NC(=S)NC1=O ?
PI4K2A block: inconclusive; USP1-UAF1 inh: 0%; LDHA inh: -2; GRP78 ERSR act: -3%; RXFP1 ag: -3.0%; Vif-A3F inh: -9%; mIDH1 inhibitor: 6%; Vif-A3G inh: -4%; TrxR1 substrate: -5%[57.1 µM]
